# PKA-R1A activ – activators of PKA-R1A holoenzyme, primary screen, biochemical, fluorescence polarization, Cy5-IP20, bovine R1A, mouse PKAc. cAMP-dependent protein kinase type I-alpha regulatory subunit (Bos taurus) + …. actives 0.083% (n = 340,000). PKA-R1A dissociation; scaled: DMSO 0%, 113 µM cGMP 100%. AID 504707, 2011. activation, % at 11.4 µM;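 active = percent activation above the mean of all tested compounds plus 3 SD, cut at about 19% in these data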;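 note: higher means more PKAc released from R1A so a rise in polarization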
# Mot1-301 SUMO – yeast Mot1-301 growth rescue at high temperature, primary screen, SUMOylation pathway inhibitor project, S. cerevisiae, ATP luminescence, 38.5C. S. cerevisiae Mot1-301 growth rescue; percent above DMSO median, 100 means doubled. growth rescue, % at 18.8 µM. actives 1% (n = 320,000);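 active = every valid replicate shows activation above 250% relative to neutral control wells; inactive = the rest, any valid replicate at or below 250%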;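 note: OY570 slx delta 5 strain wells were the positive control but not used for scaling; some compounds called inactive have numbers as strong as hits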
# DSG3 Ab inh – inhibitors of pemphigus antibody binding to DSG3, primary screen, biochemical, bead-based, flow cytometry, scFv-GFP. DSG3-coupled beads, scFv-anti-DSG3-GFP binding; stronger effect = lower value. binding (percent of control), % at 10 µM. actives 0.48% (n = 310,000);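 active = binding more than 3 SD below its plate's average and above zero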;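 note: hits lower antibody fragment binding to DSG3; some compounds called inactive have numbers as strong as hits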
# Target sequence (P32926 whole entry, looked up, the tested form may be a part): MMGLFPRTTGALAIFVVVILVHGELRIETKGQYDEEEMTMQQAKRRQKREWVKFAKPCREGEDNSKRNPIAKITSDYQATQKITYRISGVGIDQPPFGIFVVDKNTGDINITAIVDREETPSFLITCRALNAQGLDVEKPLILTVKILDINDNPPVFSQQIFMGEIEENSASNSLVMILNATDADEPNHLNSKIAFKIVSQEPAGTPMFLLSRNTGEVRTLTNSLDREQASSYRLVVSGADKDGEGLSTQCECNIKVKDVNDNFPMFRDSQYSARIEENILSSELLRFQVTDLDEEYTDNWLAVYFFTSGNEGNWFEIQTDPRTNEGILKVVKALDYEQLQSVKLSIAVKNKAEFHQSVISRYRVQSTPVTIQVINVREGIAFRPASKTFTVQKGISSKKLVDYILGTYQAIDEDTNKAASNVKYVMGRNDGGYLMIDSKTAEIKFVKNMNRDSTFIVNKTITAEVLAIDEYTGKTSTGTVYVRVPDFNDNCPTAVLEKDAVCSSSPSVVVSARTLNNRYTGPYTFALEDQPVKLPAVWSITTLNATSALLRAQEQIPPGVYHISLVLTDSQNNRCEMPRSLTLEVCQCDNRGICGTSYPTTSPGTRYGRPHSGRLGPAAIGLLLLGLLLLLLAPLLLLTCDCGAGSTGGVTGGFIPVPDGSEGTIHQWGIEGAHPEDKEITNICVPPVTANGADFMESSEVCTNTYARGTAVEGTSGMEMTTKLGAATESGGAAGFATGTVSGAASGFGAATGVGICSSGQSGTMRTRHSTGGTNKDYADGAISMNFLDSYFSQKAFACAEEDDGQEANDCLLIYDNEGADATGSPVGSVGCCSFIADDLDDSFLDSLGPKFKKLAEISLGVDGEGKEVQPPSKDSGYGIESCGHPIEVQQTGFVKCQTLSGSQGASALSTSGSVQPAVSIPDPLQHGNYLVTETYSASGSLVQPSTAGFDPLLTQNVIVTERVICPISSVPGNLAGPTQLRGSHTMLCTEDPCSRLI
# phage Ecoli inh – growth loss of phage-infected E. coli, primary screen, RecBCD inhibitor project, absorbance, with phage, HTS; actives 0.26% (n = 360,000); inhibition, % at 11.9 µM; in the data active = inhibition above about 11%
# OPRM1-OPRD1 ag – agonists of OPRM1-OPRD1 heterodimerization, primary screen, cell-based, luminescence; cells; actives 0.3% (n = 340,000); activation, % at 9.3 µM; AID 504326, 2011; in the data active = activation above about 18%;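 note: 0% = vehicle-treated cells and 100% = reference agonist; values of inactives mirror those of a sister screen read the other way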
# Arrestin-AP2 inh – inhibitors of beta-arrestin/AP2 binding, primary screen, biochemical, GPCR trafficking, flow cytometry | AID 504490, 2011 | inhibition, % at 10 µM | FITC-arrestin peptide / GST-AP2 beads; AP2 beta2 appendage carries R879A mutation | actives 0.31% (n = 340,000);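 active = inhibition above a set limit, near 3 SD of compounds lacking own fluorescence, cut at about 54% in these data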;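 note: plate controls were DMSO wells for no effect and 5 µM unlabelled arrestin peptide for full effect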
#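 test system = AP2 appendage R879A on GSH beads | buffer or medium = PBS plus Tween 20 (0.05%) and BSA (0.1%) | incubation = 12 min plus 1 h, RT | detection = bead flow cytometry, FITC channel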
# Ecoli viability – E. coli V3065 growth inhibition, primary screen, counter-screen for AddAB inhibitor project, absorbance, OD600; 18 h; inhibition, % at 11.9 µM; actives 0.27% (n = 330,000); AID 449728, 2010;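 active = inhibition above the campaign's mean inhibition across all tested compounds plus 3 SD, cut at about 9.9% in these data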;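 note: uninfected addAB+ strain grown without phage in ampicillin broth; 0% = DMSO wells and 100% = ciprofloxacin 0.95 µg/ml wells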
# Tat transport – E. coli Tat export inhibitors, primary screen, MC4100, TorA-mCherry reporter, fluorescence, single point. inhibition, % at 10 µM. actives 0.036% (n = 340,000). AID 488895, 2010;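 active = mean replicate inhibition at least 50% and at least half of replicates individually reaching 50%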;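 note: exported cargo escapes ClpAP degradation while cytoplasmic cargo is degraded and loses fluorescence; 0% = median of neutral control wells and 100% = median of NaSCN control wells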
# PfHsp90 set2 – growth inhibition of PfHsp90-expressing yeast, primary screen, antimalarial PfHsp90 inhibitor project, S. cerevisiae, BacTiter-Glo luminescence, single point, set 2; actives 0.32% (n = 310,000); BacTiter-Glo ATP, 48 h; yeast lacking PDR1 and PDR3 efflux regulators; AID 504621, 2011; inhibition, % at 9.4 µM;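 active = every replicate shows inhibition above about 80%, whatever the replicate mean, limit read from the data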;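 note: 0% = DMSO neutral controls and 100% = 20 µM radicicol positive controls; yeast relying on Plasmodium falciparum Hsp90 in place of its own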
# AddAB inh – growth inhibition of E. coli expressing H. pylori AddAB, primary screen, AddAB inhibitor project, absorbance | inhibition, % at 11.9 µM | actives 0.29% (n = 330,000); in the data active = inhibition above about 12%;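 note: 0% = vehicle wells of infected cells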
# MOR-DOR inv ag – inverse agonists of MOR-DOR heterodimerization, primary screen, cell-based, luminescence. Mu-type opioid receptor (Homo sapiens) + Delta-type opioid receptor (Homo sapiens), …. cell-based MOR-DOR heterodimer luminescence, inverse agonism. inhibition, % at 9.3 µM. actives 0.21% (n = 340,000); in the data active = inhibition above about 22%, passing the limit was not always enough;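 note: 0% = cells with DMSO and 100% = wells without cells with DMSO; values of inactives mirror those of a sister screen read the other way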
# Active calls of the source: *; x = not tested or not shown.
SMILES	PKA-R1A activ	Mot1-301 SUMO	DSG3 Ab inh	phage Ecoli inh	OPRM1-OPRD1 ag	Arrestin-AP2 inh	Ecoli viability	Tat transport	PfHsp90 set2	AddAB inh	MOR-DOR inv ag
COc1ccc(S(=O)(=O)N2CCC(C(=O)NCC3CCCO3)CC2)cc1Cl (stereo unspecified)	8.5	-20.1	x	-0.6	0.0	0.1	1.0	4.4	-7.2	4.9	0.0
CC(=O)c1ccc(NC(=O)N[C@@H](Cc2ccccc2)C(=O)O)cc1	10.8	11.1	99.7	1.4	0.2	-0.5	1.8	1.8	-13.1	1.5	-1.4
COc1ccc(C2/C=C\CN(C(=O)Nc3ccccc3)CC(=O)N2Cc2ccc(F)cc2)cc1 (stereo unspecified)	9.8	5.3	100.7	1.4	-1.2	20.8	-1.7	-17.1	x	1.1	6.6
Cc1ccc(NC(=O)CSc2ccc3c(c2)OCCO3)c(O)c1	2.6	1.3	x	1.2	-1.4	6.7	-2.7	-4.3	6.4	-3.8	7.7
Cc1nn(Cc2ccc(F)cc2)c(C)c1NC(=O)c1cnn2c1NC(c1ccccc1)CC2C(F)(F)F (stereo unspecified)	-3.5	377.8	105.5	x	-0.1	6.9	0.2	-0.9	-13.0	-1.2	0.5
CN=C(NC1CCCCC1)c1ccc(Cl)cc1	0.2	37.2	98.9	1.2	-1.0	5.6	1.6	-4.0	-29.4	4.8	5.9
CCCc1nc(-c2cc3cc(C)ccc3[nH]c2=O)no1	-4.0	-11.8	93.5	-0.1	-0.3	23.4	0.2	-2.0	22.7	0.8	1.4
OCCN=Cc1c(O)[nH]c2ccccc12	1.8	16.8	99.8	2.0	-2.1	-0.9	1.0	-4.3	4.5	3.0	12.1
COc1ccc(CCNC(=O)Cn2c([N+](=O)[O-])cnc2C)cc1OC	1.4	8.4	104.2	0.5	-0.7	3.9	-0.1	-1.1	7.0	1.2	3.8
Cc1ccc(/C(O)=C2/C(=O)C(=O)N(Cc3ccco3)C2c2cccs2)cc1 (stereo unspecified)	-6.3	-4.3	96.6	x	-1.2	8.2	2.7	1.9	19.5	-1.6	6.8
CN(C)CCCNc1cc(C(C)(C)C)nc2c(-c3ccccc3)cnn12	-11.8	267.3*	120.4	-3.1	1.2	-5.1	-1.4	16.6	7.6	-1.9	-6.0
COc1ccc(N(CC(=O)N2CCN(C)CC2)S(=O)(=O)c2cc(C)ccc2OC)cc1Cl	-2.3	-6.3	100.8	-0.2	-3.6	-4.0	2.4	-18.0	-7.6	0.6	18.3
Cc1cc(S(=O)(=O)N2CCCCC2)ccc1OCC(=O)N1CCOCC1	-0.1	1.2	98.9	3.8	-1.2	4.1	0.5	-0.6	-10.6	1.8	6.1
Cc1ccccc1OC(C)C(=O)NCCCN1CCOCC1 (stereo unspecified)	1.0	458.8	103.6	2.8	-1.1	44.5	0.6	-3.5	-9.8	1.2	7.5
O=C(O)CCCC(=O)Nc1ccc2c(c1)oc1ccccc12	4.2	1.1	96.0	2.4	-2.8	8.3	x	0.4	6.6	x	13.9
O=c1c2[nH]c3ccc(F)cc3c2ncn1CC1CCCO1 (stereo unspecified)	2.4	22.8	107.5	x	-1.3	-9.7	3.9	-1.1	-3.4	2.2	7.0
CCOC(=O)C1CCN(S(=O)(=O)c2cc3c4c(c2)C(C)C(=O)N4CCC3)CC1 (stereo unspecified)	-3.0	7.6	x	0.0	0.2	-2.8	-1.0	-2.1	-5.7	0.7	-1.1
ON=C1C2CC=C(c3ccccc3)C1CCC2 (stereo unspecified)	-1.8	x	92.9	2.8	-2.2	-1.6	x	10.4	-12.3	x	11.1
c1ccc(CN2CCN(c3nc4ccccc4n4cnnc34)CC2)cc1	-0.7	-22.5	100.6	-1.4	-4.4	7.2	2.4	-7.7	-32.2	3.0	24.6
Cc1ccc(NC(=O)CSc2nc(=O)n(CCN(C)C)c3c2CCCC3)cc1Cl	-1.1	-25.9	106.3	0.8	-1.2	-3.7	-0.8	-0.7	18.8	-1.4	6.4
COc1ccc(C(=O)O)cc1S(=O)(=O)NCCc1ccccn1	-13.7	-3.6	103.0	2.4	-0.7	-11.7	-2.5	0.3	12.6	-0.8	3.9
COc1ccc(CSc2nc(C)cc(C)c2C#N)cc1	-10.5	6.8	100.4	1.0	-1.9	32.3	0.8	-5.1	6.3	-2.6	10.5
C=CCNc1nc(Nc2ccc(Cl)cc2)nc(OC)n1	-3.8	-25.6	84.0	3.8	1.4	25.6	-3.1	-12.5	4.6	3.0	-9.4
CCOC(=O)c1cc(C#N)c(N2CCN(C)CC2)nc1-c1ccccc1	-6.7	4.0	100.9	4.2	-2.0	-1.5	-1.6	3.1	-15.6	-0.3	10.0
CC(Oc1ccc2ccccc2c1)C(=O)NNC(=S)NC(=O)c1ccco1 (stereo unspecified)	0.9	-11.0	112.0	2.5	-4.9	4.3	3.6	-10.0	x	-3.0	24.1
C=CCN1CN(S(=O)(=O)c2cccc(Cl)c2)c2nc3ccccc3nc21	-0.5	-5.3	88.8	1.1	2.8	-3.5	0.9	7.5	-8.8	2.5	-14.5
Cc1ccccc1N1CCN(C(=O)[C@@H]2CCCN2C2=NS(=O)(=O)c3ccccc32)CC1	-18.5	-6.2	98.0	1.7	-2.7	5.5	0.2	-0.4	15.4	2.3	11.0
CCc1nc2ccc(C(=O)NCCc3ccc(OC)cc3)cc2nc1CC	-8.8	10.2	104.8	0.8	-2.5	-10.3	0.1	-4.3	-36.9	2.0	13.6
COc1ccc(NC(=O)c2cc([N+](=O)[O-])ccc2N2CCCCC2)cc1OC	-11.1	14.5	95.1	1.8	-4.3	5.1	0.0	5.4	x	-1.3	22.8
C=CC[C@@H](CC(=O)N[C@H](CO)Cc1ccccc1)C(=O)N[C@@H](COC(=O)[C@@H](CC=C)Cc1ccc(F)cc1)Cc1ccccc1	8.3	-1.8	94.3	-1.5	0.0	30.5	-1.4	-1.4	12.1	0.8	-0.2
C(=C1c2ccccc2-c2ccccc21)c1ccncc1	5.1	x	93.1	1.5	-0.2	7.0	x	9.3	23.5	x	1.1
COc1ccc(C)cc1NC(=O)C12CCC(C)(C(=O)O1)C2(C)C (stereo unspecified)	-2.5	461.1*	102.8	1.1	-2.4	24.9	-0.2	-15.1	6.4	0.5	12.7
O=C(C1CC1)N1CCc2cc(Br)cc(S(=O)(=O)NCC3COc4ccccc4O3)c21 (stereo unspecified)	-2.3	8.1	109.4	0.3	-3.0	-10.5	-1.3	2.9	2.2	1.2	16.9
Cc1cc(NC(=O)CN2CCCCC2)n(-c2ccccc2)n1	x	-0.5	106.5	1.3	x	3.5	3.6	x	x	4.6	x
CSc1ccccc1NC(=O)COC(=O)c1ccccc1Cc1ccccc1	6.8	0.5	102.6	1.0	3.0	18.2	0.1	-1.8	-13.7	1.6	-16.8
Cc1[nH]c(C)c(S(=O)(=O)N2CCN(c3cccc(C(F)(F)F)c3)CC2)c1C(=O)N1CCCCC1	-2.7	-2.1	83.2	6.0	-1.0	-9.7	-1.2	8.6	4.5	4.0	5.1
CCN(CC)S(=O)(=O)c1ccc(C(=O)N2CCN=C2SCc2cccnc2)cc1	-5.9	169.3	96.8	1.1	-0.4	11.9	0.2	3.9	-7.4	2.4	2.6
Cc1cc(C)c2c(CC(=O)NC(C)C)coc2c1	14.3	-19.3	107.8	0.3	-1.4	0.3	-1.0	-5.8	11.7	-0.9	6.8
Clc1ccc2c(c1)C=Nc1c(NCc3ccccc3)ncnc1O2	-5.6	-1.0	87.0	1.3	-2.9	-3.1	0.2	-8.5	7.9	0.5	16.3
CCN(CC)c1ccc(/C=N/NC(=O)CNC(=O)c2cccnc2)cc1	10.3	1.8	102.0	2.2	0.7	10.0	-0.5	-4.2	-22.4	-0.5	-3.2
COC(=O)c1ccc(N2CCOCC2)c(NC(=O)c2cccnc2)c1	-7.1	-10.4	104.9	0.7	-3.3	-5.7	2.1	-3.8	2.8	3.1	18.4
CC(C(=O)NC1CCCCC1)N(Cc1ccc(F)cc1)C(=O)c1snc(C(N)=O)c1N (stereo unspecified)	4.2	-9.7	x	-4.4	-1.9	-11.0	-2.0	-4.4	-4.0	2.8	11.8
CCC(=O)NC(c1cc(Cl)c2ccccc2c1O)C(C)C (stereo unspecified)	2.7	5.0	96.7	4.9	-1.0	7.0	1.3	9.8	x	1.2	5.3
CCCCn1c(SCC(=O)Nc2cc(C)[nH]n2)nc2ccsc2c1=O	-7.9	7.3	99.7	3.1	-3.3	-8.3	0.7	-2.7	-5.6	-0.8	17.8
Cc1c(S(=O)(=O)N2CC(C)CC(C)C2)c(=O)n(C)c(=O)n1C (stereo unspecified)	-2.2	-13.9	103.1	0.7	-3.6	-5.7	-0.6	0.7	-22.7	-2.5	20.1
OCCCCNCc1ccc(OCc2ccc(Cl)cc2)cc1	-5.4	216.0	100.2	2.8	0.9	2.2	-0.4	1.1	-6.8	0.9	-5.2
CSc1ccc(/C=C/C(=O)OCC(=O)N2CCN(S(=O)(=O)c3ccc(C)cc3C)CC2)cc1	7.7	0.6	91.6	2.4	4.2	38.7	-2.2	-6.7	3.4	-2.1	-16.6
O=C(NCc1cccs1)c1cc(-c2ccccn2)nc2ccc(Br)cc12	-5.6	-6.2	93.8	2.1	2.8	7.8	0.3	-7.4	-23.3	1.9	-13.5
COc1ccc(C(=O)Nc2ccc3c(c2)C(=O)c2ccccc2C3=O)cc1OC	7.5	21.2	71.8*	-0.4	3.1	40.9	-2.3	-5.5	27.1	-1.1	-16.2
OC[C@@H]1CCCN1Cc1cn(-c2ccccc2)nc1-c1ccc2c(c1)OCO2	-1.6	-5.2	102.1	2.8	0.9	-4.4	2.5	2.2	3.0	-1.3	-4.7

# Part of the list above, limited to MOR-DOR inv ag, DSG3 Ab inh and Arrestin-AP2 inh.
SMILES	MOR-DOR inv ag	DSG3 Ab inh	Arrestin-AP2 inh
CCN(CC)S(=O)(=O)c1ccc(C(=O)N2CCN=C2SCc2cccnc2)cc1	2.6	96.8	11.9
Cc1cc(NC(=O)CN2CCCCC2)n(-c2ccccc2)n1	x	106.5	3.5

# Screening results from PubChem.

# The order is random; overall some 2.8% were active at least once.
